GAA glycogen mod: GAA glycogen-cleavage inhibition or activation; recombinant GAA, glycogen substrate, Amplex Red glucose oxidase fluorescence; Potency, µM (top dose mostly 76.4 µM), without a hit: at the highest dose activity change, negative = inhibition, actives largely listed as inhibitors; 0.38% of 300,000 active; AID 2100; active = well fitted inhibition curve with a large enough effect; inconclusive = small, poorly fitted or top-dose-only effect, or another doubt; inactive = no such curve, though single readings can be large or run the other way;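 also: 0% = full enzyme reaction and -100% = no-enzyme basal signal; the screen sought inhibitors and activators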
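Recombinant human alpha-glucosidase (4 nM final) hydrolysed bovine liver glycogen (30 ug) for 40 min at 37 C in pH 5.0 citrate/phosphate with 0.01% Tween-20. Released glucose detected by glucose oxidase/Amplex Red, Ex 573/Em 610 nm. Compounds up to 77 uM; AC50 from Hill fits.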
Active calls of the source: *; ? = inconclusive; [ ] = remark or other dose. Potency is read from the fitted curve at half-maximal effect.

SMILES	GAA glycogen mod
Cc1cc(C)cc(C(=O)NC2CC(C)(C)NC(C)(C)C2)c1	-0.7%[76.3 µM]
N#Cc1c(-c2ccc([N+](=O)[O-])cc2)nc2n(c1=O)CCS2	0.9%
COc1ccc2c(c1)C(=O)C(=O)N2CC1COc2ccccc2O1 (centres undefined)	4.0%
Cc1ccc(-n2nnnc2SCc2ccc(C(=O)O)cc2)cc1C	8.6%
O=CN1N=C(c2ccccc2)CC1c1ccc(Cl)cc1 (centres undefined)	-2.5%[76.3 µM]
Cc1ccsc1C(=O)N1CCc2ccccc2C1	-1.3%[76.3 µM]
CC(C)(C)OC(=O)N1Cc2ccccc2C[C@H]1C(=O)NC1CCCC1	0.0%
COC(=O)C1(C)NC(c2ccc(Cl)cc2)C2C(=O)N(c3ccccc3)C(=O)C21 (centres undefined)	-2.9%[76.3 µM]
Cc1c(C(=O)N(C)CCCCN2CCOCC2)oc2c(F)cccc12	4.0%[76.3 µM]
COc1cccc(N2CCN(C(=O)CN(c3cc(C)cc(C)c3)S(=O)(=O)c3c(C)noc3C)CC2)c1	-11.3%[76.3 µM]
Cc1cc(C)n2nc(-c3ccc(Br)cc3)cc2n1	1.7%[76.3 µM]
Cc1c(OC(C)C(=O)NCc2ccncc2)ccc2c3c(c(=O)oc12)CCCC3 (centres undefined)	-6.8%[76.3 µM]
COc1ccc(NC(=O)CSc2nc(C3CC3)nc3ccccc23)c(OC)c1	2.2%[76.3 µM]
O=C1c2ccccc2C(=O)N1C(CO)C(O)c1ccc([N+](=O)[O-])cc1 (centres undefined)	-0.3%
COc1ccc(OC)c(S(=O)(=O)NC(C)CCc2ccccc2)c1 (centres undefined)	-0.2%[76.3 µM]
O=C(Nc1ccccc1F)c1ccc(-c2cccc([N+](=O)[O-])c2)o1	-1.1%[76.3 µM]
COc1ccc(NC(=O)/C(=C\c2ccc(OC)c(OC)c2)NC(=O)c2ccco2)cc1	-2.3%[76.3 µM]
Cc1onc(-c2ccccc2)c1C(=O)OCCOc1ccc([N+](=O)[O-])cc1[N+](=O)[O-]	2.0%
COc1ccc2cc(C(=O)N(C)Cc3ccccc3)[nH]c2c1	6.0%
O=S(=O)([O-])CCC[n+]1ccc(Oc2ccccc2)cc1	-0.3%[76.3 µM]
CCOc1ccc(C(=O)NCC(=O)NCCOc2ccc(C)cc2)cc1	1.7%[76.3 µM]
Oc1ccc(-c2nccc(-c3ccc(Br)cc3)n2)cc1	-4.4%
O=C1N=NC(=O)N1c1ccccc1	?
CC1CCN(C(=O)c2ccccc2NC(=O)Cc2ccccc2)CC1	-0.8%[76.3 µM]
COc1ccc(C2c3[nH]c4ccccc4c3C[C@H]3C(=O)N(c4ccccc4C(=O)N4CCC(C(=O)O)CC4)C(=O)N23)cc1 (some centres undefined)	7.0%[76.3 µM]
CC(C)(CNC(=O)CC1C(=O)NCCN1Cc1cccc(F)c1)N1CCOCC1 (centres undefined)	-8.6%[76.3 µM]
CCOc1cccc(-c2cc(C(=O)Nc3ccon3)c3ccccc3n2)c1	-1.8%
CS(=O)(=O)N1CCC(Oc2cccc(C(=O)NCCCOc3cccnc3)c2)CC1	0.5%[76.3 µM]
COc1ccc(-c2cc(C(=O)Nc3ccc(OC)cc3OC)no2)cc1	2.9%
NNC(=O)CNC(c1ccccc1)c1cc(Cl)ccc1NC(=O)c1ccccc1 (centres undefined)	-9.9%[76.3 µM]
C/C(=C\c1ccc(F)cc1)C(=O)c1c(C)cc(C)[nH]c1=O	8.5%
CC(=O)c1ccc(N2CCN(c3ncccn3)CC2)cc1	3.6%[76.3 µM]
O=C(CCN1CCOCC1)N1c2ccccc2Sc2ccc(Cl)cc21	1.4%
CCOC(=O)N1CCC(N2C(=O)c3ccc(C(=O)NCCOC)cc3C2=O)CC1	-5.8%
CCc1c(C)nc(SCc2cccnc2)[nH]c1=O	7.3%[76.3 µM]
CCCn1c(N)c(N(CCOC)C(=O)c2ccc(C#N)cc2)c(=O)[nH]c1=O	-0.7%
CN(CC(=O)Nc1c(Cl)cccc1Cl)C(=O)CNC(=O)C1CCCCC1	-8.1%[76.3 µM]
O=P(c1ccccc1)(c1ccccc1)c1cc(S(=O)(=O)O)ccc1O	7.1%
CCOc1c(Br)cc(/C=C(\C#N)C(=O)NC2CC2)cc1OC	-4.0%[76.3 µM]
CCCNC(=O)NC(=O)CN1C(=O)NC(C)(c2ccc3ccccc3c2)C1=O (centres undefined)	-1.8%[76.3 µM]
CCc1nn(CC(=O)N2CCN(c3ccc(F)cc3)CC2)c(=O)c2cc3occc3n12	-7.9%[76.3 µM]
COc1cc(CN2CCCCCC2)cc([N+](=O)[O-])c1O	12.8%[76.3 µM]
Cc1ccc(Cn2nc3c4cc(F)ccc4n(Cc4ccc(F)cc4)cc-3c2=O)cc1	-1.0%
N#CSC(c1ccccc1)c1nc2ccccc2[nH]c1=O (centres undefined)	2.1%
O=C(O)c1cncc(C#Cc2ccccc2)c1	-1.3%

Next section, overlapping the part above by 4 compounds.
SMILES	GAA glycogen mod
COc1cc(CN2CCCCCC2)cc([N+](=O)[O-])c1O	12.8%[76.3 µM]
Cc1ccc(Cn2nc3c4cc(F)ccc4n(Cc4ccc(F)cc4)cc-3c2=O)cc1	-1.0%
N#CSC(c1ccccc1)c1nc2ccccc2[nH]c1=O (centres undefined)	2.1%
O=C(O)c1cncc(C#Cc2ccccc2)c1	-1.3%
COc1ccc(C(=O)NC2CCCc3ccccc32)cc1Br (centres undefined)	-6.8%
COc1ccc(Cl)cc1C(=O)n1cnc2ccccc21	-12.5%[3.05 µM]
CN(C(=O)COC(=O)c1ccccc1C(=O)N(C)c1ccccc1)c1ccccc1	-9.8%[76.3 µM]
O=C(Nn1cnnc1)c1cc(Cl)ccc1Cl	-4.7%[76.3 µM]
CC(=O)c1ccc(N2CCN(C(=O)C(=O)c3c(C)[nH]c4ccccc34)CC2)cc1	3.5%[76.3 µM]
COCCN(CCOC)c1nc(-c2ccc(Cl)cc2)nc2ccccc12	-13.1%[76.3 µM]
Cc1ccc(C(=O)Nc2cccc(C(=O)N/N=C/c3ccc(O)cc3)c2)cc1	-15.3%
COc1cccc(C2c3[nH]c4ccccc4c3C[C@H]3C(=O)N(C4CCN(Cc5ccccc5)CC4)CC(=O)N23)c1 (some centres undefined)	1.3%
CCOC(=O)CSc1ccc(C(=O)NCCN2CCOCC2)cc1[N+](=O)[O-]	-0.7%
COC(=O)Cn1cc(/C=C/c2cc[n+](C)cc2)c2ccccc21	3.2%[76.3 µM]
CCOc1ccc(C(O)(CCC(C)C)C(CN2CCOCC2)c2ccccc2)cc1 (centres undefined)	-0.1%
COc1cc2c(cc1OC)C(c1ccccc1[N+](=O)[O-])N(C(C)=O)CC2 (centres undefined)	9.5%[76.3 µM]
CC1(c2cccc(Br)c2)NC(=O)N(CC(=O)Nc2ccc(F)cc2)C1=O (centres undefined)	-2.8%[76.3 µM]
COc1ccc(-n2nc3c(c2NC(=O)c2ccco2)CS(=O)(=O)C3)cc1	-10.7%[76.3 µM]
C(=N\Nc1nncc2ccccc12)/c1ccccn1	?

Another view of part of the listing above.
> COc1ccc(C(=O)NC2CCCc3ccccc32)cc1Br (centres undefined)
  GAA glycogen mod = -6.8%

> COc1ccc(Cl)cc1C(=O)n1cnc2ccccc21
  GAA glycogen mod = -12.5%[3.05 µM]

> CN(C(=O)COC(=O)c1ccccc1C(=O)N(C)c1ccccc1)c1ccccc1
  GAA glycogen mod = -9.8%[76.3 µM]

> O=C(Nn1cnnc1)c1cc(Cl)ccc1Cl
  GAA glycogen mod = -4.7%[76.3 µM]

Other records follow:
SMILES	GAA glycogen mod
COc1cc2c(cc1OC)CN(C(=O)Cn1ccccc1=O)CC2	-10.7%[76.3 µM]
COc1ccc(OCCN2CCN(C(=O)c3ccc(OC)c(OC)c3)CC2)cc1	-0.1%
O=C(Nc1ccccc1C(=O)O)c1ccc(NC(=O)C2CCCCC2)cc1	-3.1%[76.3 µM]
O=c1nc(N2CCCC2)nc(N2CCCC2)[nH]1	-2.2%[76.3 µM]
CCOC(=O)C1CCCN(C(=O)Cn2nc(C)n3nc(-c4ccccc4)cc3c2=O)C1 (centres undefined)	-11.5%[76.3 µM]
CCCCc1ccc(NC(=S)N2CCCC2)cc1	-8.0%[76.3 µM]
O=C(NC1C2CC3CC(C2)CC1C3)c1ccc(Br)o1 (centres undefined)	-6.2%
O=C(Nc1cccc2ncccc12)c1ccccc1[N+](=O)[O-]	6.1%[76.3 µM]
O=C(O)c1c(C(=O)O)c(-c2ccc(Cl)c(Cl)c2)n2c1CSC2	-1.6%
CCNC(=O)NC(=O)C(C)N1C(=O)NC(c2ccccc2)(c2ccccc2)C1=O (centres undefined)	-3.5%
O=C(N/C(=C/c1ccc(Cl)cc1)C(=O)N1CCCCC1)c1ccco1	-0.7%[76.3 µM]
CCOC(=O)c1c(-c2ccccc2)oc2ccc(OCC(=O)NNC(=O)CCCC(=O)O)cc12	1.8%
Cc1ccc(C(=O)NCCNS(=O)(=O)c2ccccc2)cn1	-8.5%
CN(C)CCN1C(=O)C2C(C(=O)Nc3cc(Cl)cc(Cl)c3)C3C=CC2(O3)C1C(=O)NC1CCCCC1 (centres undefined)	1.8%
Cc1ccc(NC2CCCN(C(=O)c3cc4ncccn4n3)C2)cc1C (centres undefined)	1.3%[76.3 µM]
C=CCn1c(SCC(=O)Nc2ccc(N3CCOCC3)cc2)nnc1-c1ccco1	4.0%
CCc1cc(=O)oc2cc(OCC(=O)NCCCn3ccnc3)c(Cl)cc12	-1.7%[76.3 µM]
COc1ccc(CCNC(=O)C2CCCN2C(=O)Nc2ccc(C)cc2)cc1OC (centres undefined)	-9.8%[76.3 µM]
Cc1ccccc1C(=O)NC1CCN(CC(=O)NCc2ccccc2)CC1	0.5%
O=C(CCN1C(=O)c2ccccc2C1=O)Nc1ccccc1C(F)(F)F	-0.1%
Cc1ccc(C(=O)NCCC(=O)NCc2cc(=O)n(C)c(=O)n2C)cc1	-4.3%[76.3 µM]
Cc1ccc(CCNC(=O)C2=CCN(S(=O)(=O)c3ccccc3)CC2)cc1	0.0%[76.3 µM]
COc1ccccc1/C=C/C(=O)NCC(=O)N=Nc1c(O)[nH]c2ccccc12	-13.5%[76.3 µM]
CCn1c(SCC(=O)Nc2ccc(Br)cn2)nnc1C1CC1	-1.2%[76.3 µM]
COc1ccc(S(=O)(=O)N2CCC(C(=O)NCc3ccncc3)CC2)cc1Cl	3.3%
COc1ccccc1/C=N/N1CCN(Cc2ccccc2Cl)CC1	?
O=C(CSc1ccc(-c2cccnc2)nn1)Nc1ccc(F)c(F)c1	-2.5%[76.3 µM]
CC(C)Oc1cccc(C(=O)NC(=S)Nc2ccccc2N2CCOCC2)c1	-3.8%[76.3 µM]
Nc1nonc1-n1nnc(C(=O)N/N=C/c2ccc3c(c2)OCO3)c1CSc1ccccc1	3.0%[76.3 µM]
COc1ccc(N2CCN(C(=O)c3ccc4c(=O)n5c(nc4c3)CCCCC5)CC2)cc1	-13.1%[76.3 µM]
COC(=O)c1cc(S(=O)(=O)Nc2cccc(-c3cnco3)c2)oc1C	-1.6%
O=C(c1cc2cc(F)ccc2[nH]1)N1CCN(c2ccc(F)cc2)CC1	-4.1%
Cc1noc(C)c1CSCC(=O)N(C)CC(=O)Nc1ccc(Cl)cc1	-2.0%[76.3 µM]
c1ccc(CNc2cncnc2)cc1	-11.3%[76.3 µM]
NC(=S)Nc1ccc(S(=O)(=O)c2ccc(NC(N)=S)cc2)cc1	0.4%
C=CCSc1nnc(N2C(=O)C(O)=C(C(=O)c3ccco3)C2c2ccccc2F)s1 (centres undefined)	-3.7%[76.3 µM]
O=C(NCc1ccccc1)C(c1ccc(Cl)cc1)N(C(=O)c1csnn1)C1CC1 (centres undefined)	-0.6%[76.3 µM]
N#Cc1ccc(CSc2ncccn2)cc1	-1.9%[76.3 µM]
O=C(c1c(F)cccc1F)N1CCCC(c2nc(-c3ccc(F)cc3)no2)C1 (centres undefined)	7.6%[76.3 µM]
COc1cccc(C(C[N+](=O)[O-])c2c(C)[nH]n(-c3ccccc3)c2=O)c1 (centres undefined)	?
COc1ccc(CCNC(=O)c2ccc(NS(=O)(=O)c3ccc4[nH]c(=O)[nH]c4c3)cc2)cc1OC	-0.6%[76.3 µM]
O=C(Nc1nncs1)c1cc(-c2ccncc2)nc2ccc(Cl)cc12	0.9%[76.3 µM]
CCS(=O)(=O)N1CCC(C(=O)Oc2ccc(C)c(C)c2)CC1	4.1%[76.3 µM]
COc1ccccc1NC(=O)C1CCCN1S(=O)(=O)c1cccc2nsnc12 (centres undefined)	-1.9%[76.3 µM]
NC(=O)CC(NC(=O)c1cccc(Br)c1)c1ccc(N2CCCCCC2)c([N+](=O)[O-])c1 (centres undefined)	11.0%[76.3 µM]
Cc1ccc(NC(=O)N2CCN(C(=O)C3CCCO3)CC2)cc1 (centres undefined)	0.9%[76.3 µM]
Cc1cccc(OCc2ccc(C(=O)N3CCOCC3)o2)c1	0.3%

Source: PubChem

Not all compounds are listed; count on the stated rates, not on these rows.
